mABHD4 FP: ABHD4 (mouse) inhibition, primary FP screen | purified mABHD4, FP-Rh probe fluorescence polarization | inhibition, % at 8.92 µM | 370,000 compounds, 0.54% hits;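 active = inhibition exceeding the mean over every tested compound plus 3 SD, cut at about 30% in these data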;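 note: 0% = plate median of compound wells and 100% = S159A mutant with DMSO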
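Assay system: mABHD4 protein; medium: HEPES pH 7.0, NaCl, Pluronic buffer; dosing: 8.92 µM, single dose; schedule: 45 min + 60 min at 25 °C; signal: FP readout, ex 525 nm / em 598 nm; read-out: normalized percent inhibition of probe labeling; repeats: single replicate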
NPR2 activator: GC-B (human) receptor activation | 370,000 compounds, 0.11% hits | activation, % at 10 µM | AID 1920062 | P20594 | HEK293-GC-B cells, CNP EC30, cGMP TR-FRET; 0% at EC30 CNP, 100% saturating CNP;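 active = activation at 10 µM reaching about 35% in either raw or pattern-adjusted values, limit read from the data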
Target sequence (P20594 whole entry, looked up): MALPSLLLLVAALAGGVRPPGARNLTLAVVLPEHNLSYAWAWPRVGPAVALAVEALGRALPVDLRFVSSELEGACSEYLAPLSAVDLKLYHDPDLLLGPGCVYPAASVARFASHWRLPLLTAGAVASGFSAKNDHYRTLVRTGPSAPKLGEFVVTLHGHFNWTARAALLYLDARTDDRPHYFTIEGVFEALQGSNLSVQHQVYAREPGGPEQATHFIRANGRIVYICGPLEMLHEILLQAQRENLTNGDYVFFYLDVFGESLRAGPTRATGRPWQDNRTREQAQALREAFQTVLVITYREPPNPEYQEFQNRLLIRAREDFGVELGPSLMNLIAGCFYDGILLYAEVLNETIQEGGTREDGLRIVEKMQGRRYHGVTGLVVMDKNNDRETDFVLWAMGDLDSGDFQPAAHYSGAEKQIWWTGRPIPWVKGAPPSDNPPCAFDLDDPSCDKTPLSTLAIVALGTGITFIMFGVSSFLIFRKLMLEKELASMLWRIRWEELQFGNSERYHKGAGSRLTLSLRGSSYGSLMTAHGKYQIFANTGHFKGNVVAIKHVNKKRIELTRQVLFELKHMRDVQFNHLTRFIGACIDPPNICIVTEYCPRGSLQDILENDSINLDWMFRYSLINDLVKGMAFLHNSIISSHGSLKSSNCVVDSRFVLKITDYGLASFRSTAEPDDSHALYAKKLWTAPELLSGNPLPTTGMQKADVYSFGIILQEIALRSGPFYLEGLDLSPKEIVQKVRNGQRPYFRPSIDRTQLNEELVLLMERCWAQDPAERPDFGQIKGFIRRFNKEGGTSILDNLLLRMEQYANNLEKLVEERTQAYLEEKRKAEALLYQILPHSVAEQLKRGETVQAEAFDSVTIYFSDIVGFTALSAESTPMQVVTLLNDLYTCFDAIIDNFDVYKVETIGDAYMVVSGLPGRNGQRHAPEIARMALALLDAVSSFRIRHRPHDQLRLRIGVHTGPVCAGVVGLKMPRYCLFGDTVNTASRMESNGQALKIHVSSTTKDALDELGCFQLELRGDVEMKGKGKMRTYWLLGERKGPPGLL
ASAP1 inh: inhibitors of human ASAP1 ArfGAP activity | 360,000 compounds, 0.19% hits | inhibition, % at 16.5 µM | ASAP1-stimulated ARF1 GTP hydrolysis, GDP FP detection | Q9ULH1; in the data active = inhibition above about 25%;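 note: 0% = vehicle with enzyme and substrate and 100% = no enzyme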
PG9 Ab binder: small molecules binding HIV-1 gp120 antibody PG9 | TR-FRET gp120-PG9 antibody binding | 360,000 compounds, 0.43% hits | inhibition, % at 6.7 µM; in the data active = inhibition above about 8.5%
HTRA1 inh: inhibitors of human serine peptidase HTRA1 | recombinant HTRA1, FP-rhodamine activity-based probe, fluorescence polarization | inhibition, % at 5.96 µM | 340,000 compounds, 0.5% hits | AID 504803; in the data active = inhibition above about 36%;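 note: 0% = enzyme with DMSO and 100% = wells lacking enzyme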
Rev-erbA mod: Rev-erb alpha (human) modulation; 370,000 compounds, 0.79% hits; Rev-erbα–FITC-DNA binding, fluorescence polarization, 90 min; AID 1259318; activity, % at 10 µM; P20393;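 active = activity above about 14%, limit read from the data; passing the limit was not always enough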;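 note: 0% = DMSO wells with 35 nM protein and 100% = DMSO wells with 750 nM protein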
SMARCA2 activ: increases SMARCA2 function in MMTV reporter cells | activation, % at 9.1 µM | 370,000 compounds, 1% hits | MG213 cells, MMTV-luciferase reporter, dexamethasone, overnight | AID 652017; in the data active = activation above about 7.8%;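 note: 0% = vehicle wells and 100% = reference activator wells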
ARFGAP1 inh: rat ARFGAP1 inhibition; Q62848; Arfgap1-stimulated ARF1 GTP hydrolysis, GDP FP detection; inhibition, % at 16.5 µM; 360,000 compounds, 0.26% hits; AID 651572;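 active = inhibition above a per-plate limit, mean inhibition of low control wells plus 3 SD, cut at about 25% in these data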;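 note: 0% = DMSO wells with enzyme and 100% = wells lacking Arfgap1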
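Repeats: one replicate per compound; assay system: rat Arfgap1 catalytic domain, aa 1-136; times: enzyme reaction 120 min at 25 °C after 20 min preincubation; detection: FP of antibody-bound GDP Alexa 633 tracer, ex 620/em 688 nm; benchmarks: high control wells lacking Arfgap1, low control full reaction with DMSO; reagent: human ARF1(Δ1-17)-GTP substrate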
NPR1 activator: GC-A (human) enzyme activation; P16066; HEK293 GC-A cells, cGMP TR-FRET, EC30 ANP; 0% at EC30 ANP, 100% saturating ANP; activation, % at 10 µM; 370,000 compounds, 0.14% hits; in the data active = activation above about 40%
rCAG RNA binder: molecules binding r(CAG) RNA repeats; AID 651821; inhibition, % at 3 µM; 370,000 compounds, 1.3% hits; r(CAG) RNA repeat, TO-PRO-1 dye displacement fluorescence;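 active = inhibition above the plate cutoff, the mean of all test compounds on that plate plus 3 SD, cut at about 35% in these data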;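 note: 0% = DMSO alone and 100% = 100 µM mitoxantrone as full dye displacement; higher means more dye released from RNA so lower well fluorescence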
The depositor's hits bear a star; x = no result given; & = joins results of further samples.

canonical_smiles	mABHD4 FP	SMARCA2 activ	ARFGAP1 inh	NPR2 activator	NPR1 activator	rCAG RNA binder	HTRA1 inh	ASAP1 inh	PG9 Ab binder	Rev-erbA mod
CC1CCCN(C(=O)CSc2nc3ncccc3[nH]2)C1 (configuration not stated)	-1	-2	-4	6	-2	-5	5	2	-1.3	2
COc1cccc2cc(C(C)=O)oc12	1	-3	2	1	3	1	4	0	-0.4	1
COc1ccc(C(=O)OCc2nnc(-c3ccccc3)o2)cc1S(=O)(=O)N1CCOCC1	2	6	1	-8	0	-4	0	5	-3.7	0
O=C(CSc1nc2ccccc2c(=O)[nH]1)N1CCN(c2ccccc2)CC1	-1	0	-4	-5	1	-1	-5	-6	-4.3	-4
O=C(CCCn1c(=O)oc2ccccc21)N1CCN(c2ccccn2)CC1	4	-3	-6	-4	-8	-6	0	3	0.1	9
Nc1nc(NCCOCCO)nc(Nc2cccc(F)c2)c1[N+](=O)[O-]	4	3	3	-7	9	3	-2	12	-0.4	4
COc1cc(/C=C/c2onc(C)c2[N+](=O)[O-])cc(OC)c1OC	-2	-4	-5	-5	4	0	5	2	-0.1	2
CCCn1c(CN2CCN(c3cccc(Cl)c3)CC2)nc2c1c(=O)n(C)c(=O)n2C	5	-3	0	-5	-3	3	-8	-1	-0.5	2
CCc1cc2c(=O)c(-c3cnn(-c4ccccc4)c3)c(C)oc2cc1OCC(=O)Nc1cccc(C)c1	2	-4	5	-5	3	4	-16	1	-1.6	18
CCCNC(=O)c1ccccc1NC(=O)c1ccccc1N(C)S(=O)(=O)c1ccccc1	4	-2	6	2	-2	-2	-4	-20	0.2	0

For convenience, part of the list above.
canonical_smiles	mABHD4 FP	SMARCA2 activ	ARFGAP1 inh	NPR2 activator	NPR1 activator	rCAG RNA binder	HTRA1 inh	ASAP1 inh	PG9 Ab binder	Rev-erbA mod
COc1cc(/C=C/c2onc(C)c2[N+](=O)[O-])cc(OC)c1OC	-2	-4	-5	-5	4	0	5	2	-0.1	2
CCCn1c(CN2CCN(c3cccc(Cl)c3)CC2)nc2c1c(=O)n(C)c(=O)n2C	5	-3	0	-5	-3	3	-8	-1	-0.5	2

Going on with the list:
canonical_smiles	mABHD4 FP	SMARCA2 activ	ARFGAP1 inh	NPR2 activator	NPR1 activator	rCAG RNA binder	HTRA1 inh	ASAP1 inh	PG9 Ab binder	Rev-erbA mod
COc1ccccc1Nc1nc(N2CCOCC2)nc(N2CCOCC2)n1	3&8	0&0	-6&8	4&2	2&5	-4&-6	-2&-1	-18&-7	-2.6&0.1	-4&3
O=C(NC1CCCCC1)c1n[nH]c2c1CC(c1ccccc1)CC2 (configuration not stated)	6	8.0*	0	-4	-1	-2	-7	-15	-1.5	1
COCCCNC(=O)CSc1nc2sc(C(=O)OC)c(C)c2c(=O)n1N	-14	-2	-3	1	-2	0	-2	-3	0.5	6
CCN1CCN(CC(=O)Nc2nc3ccc(C)cc3s2)CC1	-10	3	-5	-2	24	-6	4	8	0.3	2
CCOC(=O)c1c(C)nc(SCC(N)=O)c(C#N)c1-c1ccccc1	0	-3	-3	2	-1	-1	0	-7	-3.7	0
COc1ccccc1/C=C/C(=O)OCC(=O)NC1CC1	-1	1	-1	3	2	-3	-3	-7	0.2	6
O=C(Cn1ccccc1=O)c1ccc(Cl)cc1	-2	1	2	3	1	-1	1	0	1.2	-2
O=C(c1ccccc1)C1CC=CCC1C(=O)c1ccccc1 (configuration not stated)	-21	1	6	0	-10	1	-16	11	2.4	1
O=C(c1ccco1)N1CCN(Cc2cn[nH]c2-c2cccc3ccccc23)CC1	-3	1	5	7	0	2	0	-1	-1.3	3
c1coc(CNc2nc3nonc3nc2NCc2ccco2)c1	-6	-5	5	-6	-7	6	-13	11	-1.6	-1
Cc1cc2c(sc3c(C)ccc(C)c32)c(C)n1	-4	-4	5	-1	-7	2	-23	-4	-2.1	-2
CC(C)c1ccc(NC(=O)C(c2ccccc2)N2CCN(C(=O)c3ccco3)CC2)cc1 (configuration not stated)	-4	-2	0	-6	0	-3	-21	-2	-0.9	9
O=C(NCc1cn(-c2ccccc2)nc1-c1ccccc1)c1cccc([N+](=O)[O-])c1	-41	-2	9	-1	-6	15	-69	9	2.5	6
O=[N+]([O-])c1cc(S(=O)(=O)NCCN2CCOCC2)ccc1Sc1nnnn1-c1ccccc1	5	-2	-1	0	7	5	-7	6	-0.8	2
COc1ccccc1NS(=O)(=O)c1c(C(=O)N2CCCC2)c(C)n(C)c1C	8	-1	13	-6	1	-2	-2	2	0.7	5
C/C(CCc1ccccc1)=N\NC(=O)CC(=O)NCCc1ccccc1	-1	-1	5	3	2	-7	-5	-4	0.5	-4
O=[N+]([O-])c1ccc(N2CCN(c3cccc(Cl)c3)CC2)cn1	2	1	12	-11	-26	4	2	-10	-0.4	-3
O=C(CSc1ccc2nnc(-c3cccs3)n2n1)N1CCCC1	-1	-1	3	-1	1	0	-1	-6	0.5	-6
S=C(NCCc1ccccc1)NCCN1CCOCC1	1	1	-3	3	5	-4	-1	-2	-1.0	-6
Cc1ccc(-c2ccc(CN3C(CC(C)C)C(=O)N(Cc4cn(Cc5ccco5)nn4)CCS3(=O)=O)cc2)cc1 (configuration not stated)	-7	-3	5	7	-3	9	-12	2	-1.5	-3
Cc1cc(/C=C(\C#N)C(=O)O)c(C)n1CC1CCCO1 (configuration not stated)	0	5	4	1	4	1	-9	-1	0.3	-2
C[C@@H]1CN([C@@H](C)CO)C(=O)CCCn2cc(nn2)CO[C@H]1CN(C)C(=O)CCC(F)(F)F	-5	-2	0	0	0	1	x	-3	-0.2	-3
NC(=O)c1cccn1Cc1ccccc1Cl	-5	2	3	6	0	0	0	13	-3.9	1
CC(=O)n1cc([C@H]2C=C(C(=O)Nc3ccccc3)O[C@@H](OCCCCO)C2)c2ccccc21	-6	2	2	-5	-5	1	-19	20	-0.9	-1
O=C(NCCCNCc1ccccc1)c1ccccn1	-1&2	1&-1	-4&7	-3&0	1&-4	-1&-1	1&6	1&4	-1.6&1.8	10&-1
O=C(COc1ccc2ccccc2c1Br)NC(=S)Nc1cccc(CO)c1	-21	0	2	-2	1	9	-18	2	-1.5	24*
CC1CCN(CCCCOc2ccc([N+](=O)[O-])cc2)CC1	16	5	13	2	0	1	6	-3	-0.9	3
CC/C(=C\C(=O)c1ccncc1)Nc1ccc(O)cc1	75*	0	6	-8	-6	-4	22	-4	-1.6	-4
COc1ccccc1CNC(=O)COC(=O)CCN1C(=O)C2CC=CCC2C1=O (configuration not stated)	-2	1	13	-1	1	3	1	3	-1.6	1
COc1ccc(NC(=O)C2CCN(S(C)(=O)=O)CC2)cc1Cl	-2	1	9	-1	-6	-1	5	-2	1.7	2
CCCCCCCCSc1nnc(CSc2nc3nc(C)cc(C)n3n2)o1	5	-1	2	3	3	-4	-8	0	0.5	-3
CC(C)(C)OC(=O)N[C@@H](Cc1ccccc1)C(=O)N[C@@H](CO)[C@H](O)[C@@H]1C[C@@H]1C(=O)NC1CCCCC1	-5	-1	4	-1	2	-12	2	-2	0.7	2
Cc1cc(C(F)(F)F)cc(NNC(=O)NC(=O)c2ccc(Cl)cc2)n1	4	-3	2	-3	5	-2	8	3	0.2	2
Cc1ccc([C@@H]2C[C@H]3[C@@H](CN2S(=O)(=O)c2ccc(C)cc2)C(=O)C[C@@H](c2cccc(Cl)c2)N3S(=O)(=O)c2ccc(C)cc2)cc1	-6	-4	-12	11	1	13	-27	-2	-3.2	-4
O=C(c1cccc2cccc(O)c12)N1CCCCC1	2	-1	-5	4	0	1	5	0	-1.5	3
Cc1cc(-c2cccc([N+](=O)[O-])c2)nc2ccc3ccccc3c12	0	0	1	0	5	-1	1	10	-0.6	38*
CCC(=O)N1CCc2cc(S(=O)(=O)CCC(=O)Nc3nc(C)cs3)ccc21	7	4	2	1	-2	1	2	3	-0.8	-1
Cc1ccc(-c2nc(CS(=O)CC(=O)NCCCc3ccccc3)c(C)o2)cc1 (configuration not stated)	-4	-1	13	1	-2	-4	-2	10	-0.4	-12
Cn1c(=O)c2cc(S(=O)(=O)NC(C(=O)NCc3cccnc3)c3ccccc3)ccc2n(C)c1=O (configuration not stated)	6	5	12	-3	-3	4	3	-7	-1.6	1
Cc1onc(NC(=O)NC(=O)c2c(Cl)cccc2Cl)c1Br	-4	-3	8	-4	1	-4	-6	3	2.9	3
CCN1CCN(CCC(=O)Nc2ccc(Br)c(C)c2)CC1	-1	0	3	-4	2	-2	10	2	0.2	-3
Cc1ccc(S(=O)(=O)Oc2ccc(C3C4=C(CCCC4=O)N(CCC(=O)O)C4=C3C(=O)CCC4)cc2Cl)cc1	-3	-2	6	2	4	36*	-6	-7	1.4	-1
CC1(C)SC(=S)N(/N=C/c2cccnc2)C1N(O)C(=O)Nc1ccccc1 (configuration not stated)	5	-3	5	5	0	-2	-2	6	-1.4	-1
Cc1nn(C)c(Oc2ccccc2)c1CCNC(=O)CC(C)C	-2	-2	6	-2	1	-3	6	2	-2.3	-6
CC1CCN(C(=O)c2ccccc2NS(=O)(=O)c2ccccc2)CC1	5	0	1	6	5	2	-7	1	-2.4	-1
S=c1[nH]nc(-c2ccccc2)n1/N=C/c1ccc(-c2ccccc2Cl)o1	-4	-4	-9	-7	1	17	-19	1	0.7	-10
Cc1ccc(C(=O)COC(=O)c2c(C)cc(=O)oc2C)cc1[N+](=O)[O-]	-3	-1	2	0	2	4	-3	3	-2.3	-3
Cc1cc2c([nH]c3ccccc32)c(C)n1	-1	-2	5	1	12	-2	7	-10	0.4	2
COc1ccc(CC(=O)Oc2ccccc2[N+](=O)[O-])cc1	4	0	1	5	2	4	-4	2	-0.9	-6
O=C(NCC(=O)N(c1cccnc1)C(C(=O)NC1CCCCC1)c1cccnc1)c1ccco1 (configuration not stated)	-3	-2	6	3	-1	-5	2	3	-0.4	1

Next records:
canonical_smiles	mABHD4 FP	SMARCA2 activ	ARFGAP1 inh	NPR2 activator	NPR1 activator	rCAG RNA binder	HTRA1 inh	ASAP1 inh	PG9 Ab binder	Rev-erbA mod
CCN(CC)c1ccc(/C=N/NC(=O)OC)c(O)c1	8	3	6	-12	-7	-2	5	-4	-12	-4
CC(C)NC(=O)/C=C/C(=O)O	-7	-1	8	-1	7	1	4	1	-0.6	-6
O=C(NCc1ccc2c(c1)OCO2)C1CC(c2ccccc2O)=NO1 (configuration not stated)	-14	-1	-8	-1	-2	-3	-4	9	-0.1	4
CCn1c(=O)c(C(=O)NNC(=O)Cc2ccccc2)c(O)c2ccccc21	1	0	10	-2	4	1	-3	-4	-1.6	33*
COc1ccc(C(=O)N(C)C2CCCN(Cc3ccccc3F)C2)cc1OC (configuration not stated)	0	-1	16	4	3	-8	4	1	-2.2	0

A second format for some results above:
Sequence of screens: mABHD4 FP, SMARCA2 activ, ARFGAP1 inh, NPR2 activator, NPR1 activator, rCAG RNA binder, HTRA1 inh, ASAP1 inh, PG9 Ab binder, Rev-erbA mod
- COc1ccc(C(=O)N(C)C2CCCN(Cc3ccccc3F)C2)cc1OC (configuration not stated)
→ 0, -1, 16, 4, 3, -8, 4, 1, -2.2, 0
- CC(C)NC(=O)/C=C/C(=O)O
→ -7, -1, 8, -1, 7, 1, 4, 1, -0.6, -6
